High-throughput results (PubChem)
HSF-1 act: HSF-1 activators, primary screen, NIH3T3-HGL cells, MG132 stress, luminescence, single point | activation, % at 9 µM | NIH3T3-HGL HSF-1 luciferase reporter, 8 h; 100% = twice DMSO control signal | actives 1.7% (n = 300,000);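 active means mean replicate activation of at least 50% with a set share of replicates each reaching 50%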;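 further: 0% = median of the neutral control wells and 100% = twice that signal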
AI-2 QS mod: Vibrio harveyi AI-2 quorum sensing modulators, primary screen, JMH597 strain, luminescence/OD600 ratio; Vibrio harveyi JMH597 AI-2 luminescence/OD600 ratio, 9 h; hits give low values; strain lacks LuxN and CqsS sensors; 0 = neutral-control median; activity change, % at 7.5 µM; actives 0.4% (n = 300,000); AID 2094, 2009; in the data active means activity change below about -75%, passing the limit was not always enough;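 further: luminescence divided by OD600 gain over 9 h not by final OD600 alone; inactives centre near 13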
HSF1 inh: HSF1 inhibitors in luciferase reporter cells, primary screen, cell-based, NIH3T3, luminescence; activity change, negative = inhibition, % at 7.5 µM (by protocol); actives 0.77% (n = 300,000); NIH3T3-HGL HSE-luciferase, MG132-induced, luminescence 8 h; hits give low values;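 active means more than half of replicate wells show activity change below -50%, luminescence cut by over half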;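 further: luciferase reports HSF-1 transcriptional activity via heat shock element; 0% = median of DMSO wells and -100% = zero luminescence signal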
GSK3 alpha inh: blockers of GSK3A enzyme activity – biochemical, luminescence, cell-free homogeneous, HTS, primary screen; GSK-3 alpha kinase, ADP-Glo luminescence, 60 min; actives 0.1% (n = 320,000); inhibition, % at 10 µM; Glycogen synthase kinase-3 alpha (Homo sapiens), P49840;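 in the data active means inhibition above about 50%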;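 further: GST-tagged GSK-3 alpha with peptide substrate and 25 µM ATP; 0% = DMSO neutral wells and 100% = GW8510 positive control wells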
Target sequence (P49840 whole entry, looked up): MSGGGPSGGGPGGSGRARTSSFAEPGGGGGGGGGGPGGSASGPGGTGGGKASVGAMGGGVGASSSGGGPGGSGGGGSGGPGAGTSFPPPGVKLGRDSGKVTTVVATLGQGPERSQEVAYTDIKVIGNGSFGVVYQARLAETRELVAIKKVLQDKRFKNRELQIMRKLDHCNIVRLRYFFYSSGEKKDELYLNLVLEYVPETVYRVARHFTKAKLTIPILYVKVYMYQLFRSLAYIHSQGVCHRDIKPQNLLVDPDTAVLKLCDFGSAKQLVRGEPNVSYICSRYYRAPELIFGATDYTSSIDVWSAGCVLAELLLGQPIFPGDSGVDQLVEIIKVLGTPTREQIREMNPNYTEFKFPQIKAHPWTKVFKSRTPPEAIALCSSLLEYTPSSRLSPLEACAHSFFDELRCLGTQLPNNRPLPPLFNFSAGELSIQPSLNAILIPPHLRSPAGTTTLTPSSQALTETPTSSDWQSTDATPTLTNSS
HSP90 inh: HSP90 inhibitors, primary screen, cell lysate, luminescence | Rabbit reticulocyte lysate, luciferase refolding luminescence, 3 h | actives 0.91% (n = 290,000) | Heat shock protein HSP 90 (rabbit reticulocyte lysate; luciferase refolding) | inhibition, % at 5.6 µM;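 active means inhibition above the screen-wide mean plus 3 SD, computed separately per campaign, cut at about 16% in these data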;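 further: 0% = DMSO wells and 100% = 60 µM geldanamycin wells; inhibitors lower the luminescence because luciferase stays unfolded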
GSK3B inh: human GSK3beta kinase inhibitors, primary screen, biochemical, cell-free homogeneous, HTS; activity score (negative = inhibition), % at 10 µM; actives 0.038% (n = 300,000); AID 2097, 2009; Glycogen synthase kinase-3 beta (Homo sapiens), P49841; GST-GSK3beta kinase, ADP-Glo luminescence, 60 min; hits give low values;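 active means more than half of replicate wells score below -50%, meaning over 50% inhibition versus plate controls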;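 further: 0% = median DMSO wells and -100% = median GW8510 positive control wells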
Target sequence (P49841 whole entry, looked up): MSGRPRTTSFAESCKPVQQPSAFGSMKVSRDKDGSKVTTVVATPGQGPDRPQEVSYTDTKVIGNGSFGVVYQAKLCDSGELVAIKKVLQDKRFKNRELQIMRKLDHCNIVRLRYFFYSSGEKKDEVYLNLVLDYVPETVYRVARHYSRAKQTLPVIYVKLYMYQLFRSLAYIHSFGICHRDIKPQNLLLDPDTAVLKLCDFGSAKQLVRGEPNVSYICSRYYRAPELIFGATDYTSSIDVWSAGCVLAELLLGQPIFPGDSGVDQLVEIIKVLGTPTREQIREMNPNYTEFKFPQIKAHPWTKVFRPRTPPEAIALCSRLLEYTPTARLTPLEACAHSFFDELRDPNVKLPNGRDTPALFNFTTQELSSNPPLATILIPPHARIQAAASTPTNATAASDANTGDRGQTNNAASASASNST
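Test system: GST-fused GSK3beta enzyme, cell-free | Quantity: 1.6 ng GST-GSK3beta enzyme per well | Reagent: 25 µM ATP with peptide substrate | Schedule: 60 min enzyme reaction, room temperature | Signal: Luminescent ADP-Glo measurement of ADP formed | Read-out basis: Score relative to plate controls | Control set: DMSO and 20 µM GW8510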
KLF5 inhibitor: KLF5 expression inhibitors, primary screen, DLD-1 cells, luminescence; actives 0.23% (n = 290,000); inhibition, % at 5 µM; DLD-1 KLF5 promoter-luciferase reporter; AID 1700, 2009;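 active means inhibition above a per-plate limit of that plate's mean compound inhibition plus 3 SD, cut at about 60% in these data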;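 further: 0% = DMSO wells and 100% = LY294002 at 200 µM; higher means less KLF5 promoter-driven luciferase light; inactives centre near -14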
aSyn 5UTR inh: MLPCN primary screen, SNCA 5' untranslated region | alpha-synuclein 5'UTR reporter, inhibitor activity | AID 1813, 2009 | actives 0.82% (n = 300,000) | inhibition, % (tested at 7.5 µM); in the data active means inhibition above about 60%;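 further: H4 neuroglioblastoma cells stably carrying SNCA 5'UTR luciferase fusion; 0% = DMSO wells and 100% = positive control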
HIF act: HIF pathway transcriptional activators, primary screen, cell-based, U2OS HRE-luciferase, luminescence | U2OS HRE-luciferase reporter; normalized: DMSO 0%, desferrioxamine 100% | activation, % at 7.5 µM (by protocol) | actives 0.32% (n = 300,000) | AID 1910, 2009;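 active means mean activation of at least 10% of the iron chelator positive control signal, with at least half of replicates also reaching 10%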
IEC-6 tox: cytotoxicity in IEC-6 intestinal epithelial cells, primary screen, cytotoxicity control for KLF5 inhibitor project, cell-based, luminescence; IEC-6 cytotoxicity, luminescence viability; inhibition, % at 5 µM; actives 0.78% (n = 290,000); AID 1825, 2009; in the data active means inhibition above about 22%;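 further: 0% = plate median of test compound wells and 100% = cytotoxic reference compound wells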
* = called active by the depositor; · = no result given. Rows were taken by chance, and some 4.7% of all compounds hit somewhere here.

Start of the listing, in advance, 8 compounds:
nr	mol	HSF-1 act	AI-2 QS mod	HSF1 inh	GSK3 alpha inh	HSP90 inh	GSK3B inh	KLF5 inhibitor	aSyn 5UTR inh	HIF act	IEC-6 tox
1	O=C(Nc1ccccc1)C1CCN(C(=O)c2ccc(Br)cc2)CC1	6	17	-2	-2	-1	2	-11	12	0.3	6
2	Cc1ccc(CCNC(=O)CNC(=S)N(Cc2ccccc2)Cc2cccnc2)cc1	3	38	8	-1	-1	-6	2	-8	-0.4	-2
3	CCn1c(SCC(=O)N/N=C/c2ccc(C)o2)nnc1-c1ccccc1	-2	15	-5	-1	0	4	-21	22	0.1	1
4	COc1ccc(CN(CC(=O)NCc2ccco2)C(=O)CCC(=O)Nc2nccs2)cc1	12	44	-5	1	1	-5	5	-9	-0.2	-6
5	CC1CCCCN1C(=O)COC(=O)C1CCN(S(=O)(=O)c2c(Cl)cccc2Cl)CC1 (stereo unspecified)	-2	-4	-1	-2	-4	3	-35	-12	-1.6	-4
6	O=C(C1CCC(=O)N(C2CCCC2)C1)N1CCC(Oc2cccc(F)c2)CC1 (stereo unspecified)	-13	-3	3	0	-4	0	-4	-12	0.2	0
7	Cc1ccc([N+](=O)[O-])cc1NC(=O)c1cccnc1	0	18	-10	-3	-3	-7	-10	2	1.0	0
8	Cc1ccc(N2CCN(C(=O)c3ccccc3NC(=O)C3CC=CCC3C(=O)O)CC2)cc1 (stereo unspecified)	-11	12	-5	-4	-1	3	-26	-21	-0.4	0

The listing, from the first entry:
nr	mol	HSF-1 act	AI-2 QS mod	HSF1 inh	GSK3 alpha inh	HSP90 inh	GSK3B inh	KLF5 inhibitor	aSyn 5UTR inh	HIF act	IEC-6 tox
1	O=C(Nc1ccccc1)C1CCN(C(=O)c2ccc(Br)cc2)CC1	6	17	-2	-2	-1	2	-11	12	0.3	6
2	Cc1ccc(CCNC(=O)CNC(=S)N(Cc2ccccc2)Cc2cccnc2)cc1	3	38	8	-1	-1	-6	2	-8	-0.4	-2
3	CCn1c(SCC(=O)N/N=C/c2ccc(C)o2)nnc1-c1ccccc1	-2	15	-5	-1	0	4	-21	22	0.1	1
4	COc1ccc(CN(CC(=O)NCc2ccco2)C(=O)CCC(=O)Nc2nccs2)cc1	12	44	-5	1	1	-5	5	-9	-0.2	-6
5	CC1CCCCN1C(=O)COC(=O)C1CCN(S(=O)(=O)c2c(Cl)cccc2Cl)CC1 (stereo unspecified)	-2	-4	-1	-2	-4	3	-35	-12	-1.6	-4
6	O=C(C1CCC(=O)N(C2CCCC2)C1)N1CCC(Oc2cccc(F)c2)CC1 (stereo unspecified)	-13	-3	3	0	-4	0	-4	-12	0.2	0
7	Cc1ccc([N+](=O)[O-])cc1NC(=O)c1cccnc1	0	18	-10	-3	-3	-7	-10	2	1.0	0
8	Cc1ccc(N2CCN(C(=O)c3ccccc3NC(=O)C3CC=CCC3C(=O)O)CC2)cc1 (stereo unspecified)	-11	12	-5	-4	-1	3	-26	-21	-0.4	0
9	Cc1noc(/C=C/N(C)C)c1S(=O)(=O)N1CCC(C(=O)O)CC1	-14	27	-4	-3	4	1	8	26	-0.1	7
10	O=C1CCN(Cc2nnnn2CC2CCCO2)c2ccccc2N1 (stereo unspecified)	12	25	-2	-6	-3	-1	-10	7	0.1	2
11	CC(=O)c1cccc(NC(=O)c2csc(-n3nc(C)cc3C(F)(F)F)n2)c1	-4	2	-11	-2	14	-1	-29	-5	0.5	4
12	CS(=O)(=O)N(CC(=O)Nc1ccccc1C(=O)N1CCOCC1)c1ccc(Cl)cc1	12	-2	4	0	2	0	-19	4	-0.3	1
13	Cc1ccccc1OCC(=O)N/N=C/c1ccncc1	8	12	-9	2	-9	-1	-11	12	-0.5	-5
14	CCn1nc(CC(=O)Nc2nnc(CC(=O)N3CCCC3)s2)c2ccccc2c1=O	-7	9	2	0	1	-7	8	1	-0.8	-14
15	Cc1ccccc1OCCC(=O)N1CCN(S(=O)(=O)c2ccc(Cl)cc2)CC1	4	25	3	3	·	1	·	22	-1.1	·
16	O=C(CSc1n[nH]c(-c2cccnc2)n1)Nc1cccc(Cl)c1	24	-26	8	0	0	2	21	9	0.2	4
17	C/C(=N\NC(=O)c1ccc2c(c1)OCO2)c1ccc(O)cc1	-1	4	-8	-3	-1	-5	-23	-64	1.3	5
18	O=C1CCCC2=C1C(O)(C(F)(F)F)C(=O)N2Cc1ccccc1 (stereo unspecified)	-2	7	4	-4	-2	-4	-19	-2	0.1	-1
19	O=C(COC(=O)CC1CCCC1)Nc1cc2c(cc1Cl)C(=O)c1ccccc1C2=O	20	18	24	-5	8	1	-71	-169	3.9	2
20	CC(c1ccccc1)C1CC(=O)N(c2ccc(C(=O)O)cc2)C1=O (stereo unspecified)	-11	37	-8	-3	-3	-4	-6	11	-0.2	0
21	COc1ccc(OC)c(NC(=O)CS(=O)(=O)c2ccccc2)c1	-7	27	3	0	3	4	-3	6	-0.4	0
22	O=C(CN1C(=O)CCS(=O)(=O)c2ccccc21)NCc1ccc(F)cc1	20	16	-5	5	1	1	-40	14	0.0	3
23	NC(=O)C1CCN(C(=O)/C(=C/c2ccccc2)NC(=O)c2ccccc2)CC1	-10	18	-4	-1	-2	-24	-58	18	-8.9	8
24	CC(=O)N1N=C(c2ccccc2)CC1c1cn(C)c2ccccc12 (stereo unspecified)	21	27	-2	1	-5	4	-25	-117	1.4	-1
25	CCOC(=O)c1ccc(S(=O)(=O)N2CCN(C(=O)CSc3nc4ccccc4o3)CC2)cc1	25	43	20	-1	-1	0	-26	15	-1.2	-2
26	CN(C)S(=O)(=O)c1cccc(N2C(=O)CC3(CCCCC3)CC2=O)c1	-9	28	-4	3	2	6	-7	2	0.1	4
27	COc1ccc(Nc2nc(N)c([N+](=O)[O-])c(N3CCN(C)CC3)n2)cc1	7	8	-1	28	2	-7	-36	-3	-0.1	-2
28	CSc1cccc(NC(=O)CN(c2ccc(C)cc2C)S(C)(=O)=O)c1	10	44	0	-4	2	-1	-39	22	-0.4	-3
29	CCOC(=O)c1c(C)n(-c2ccccc2)c2ccc(O)cc12	-6	21	-4	-1	-2	0	-17	26	0.0	-6
30	Cc1ccccc1OCC1Cn2c(nc3c2c(=O)[nH]c(=O)n3C)O1 (stereo unspecified)	7	22	-8	-4	1	2	-27	12	-0.7	0
31	CS(=O)(=O)N1CCN(c2ccc(NC(=O)COc3ccccc3[N+](=O)[O-])cc2)CC1	6	7	17	2	2	3	-21	-4	0.9	1
32	CCN(CC)CCn1cnc2c1c(=O)n(CCOC(=O)c1cc(OC)c(OC)c(OC)c1)c(=O)n2C	29	12	-2	4	0	4	-11	8	-0.4	-4
33	COc1cc(C(c2c(C)n(C)n(-c3ccccc3)c2=O)c2c(C)n(C)n(-c3ccccc3)c2=O)cc(Br)c1O	14	18	-7	2	-7	1	-32	-1	-15	5
34	CCCCCn1c(N2CCC(C(N)=O)CC2)nc2c1c(=O)[nH]c(=O)n2C	-6	1	-4	3	0	-2	4	13	-1.4	0
35	CCC1(c2ccc(F)cc2)NC(=O)N(CC(=O)Nc2ccc(N3CCCCC3)cc2)C1=O (stereo unspecified)	-4	·	-3	-2	·	·	·	-3	0.3	·
36	COC(=O)c1cc(NC(=O)CSc2nnc(N)s2)ccc1Cl	18	9	10	0	-4	1	-1	18	-0.8	6
37	COCCn1c(=NC(C)=O)sc2cc([N+](=O)[O-])ccc21	-4	23	-10	-2	1	5	7	11	0.3	8
38	COC(=O)CC1C(=O)NCCN1C(=S)Nc1cc(C)cc(C)c1 (stereo unspecified)	0	21	-3	2	-1	3	-13	-10	-0.6	-11
39	O=C(NCC1CCCN(Cc2ccc3c(c2)OCCO3)C1)c1ccc2c(c1)OCO2 (stereo unspecified)	-11	26	-3	-2	0	0	-31	3	-0.4	-2
40	CC(C)(C)C1CCC(=O)N(CCOc2ccccc2)CC1 (stereo unspecified)	22	4	12	1	0	-1	-60	-101	1.6	1
41	CC1Sc2ccc(S(=O)(=O)CCC(=O)NC3CCCC(C)C3C)cc2NC1=O (stereo unspecified)	-11	·	-3	-2	4	-1	11	11	0.3	12
42	C=CCNC(=S)N/N=C/c1ccc(OCc2ccccc2Cl)cc1	-5	19	8	-3	5	-4	-30	-4	0.8	-2
43	C[C@H](NC(=O)c1nc[nH]c1C(=O)NC1CCN(C(=O)OC(C)(C)C)CC1)C(=O)OCc1ccccc1	-4	13	3	12	9	-2	-13	-1	3.0	-6
44	c1ccc2c(c1)ccc1ncccc12	-15	14	-9	0	-1	3	2	18	0.5	0
45	CCCCOCCCNC(=O)N[C@@H](CC(C)C)C(=O)O	-2	26	-2	-6	5	1	-8	26	-0.4	6
46	CN(C)S(=O)(=O)Oc1cccc(C(=O)Nc2cccc(Cl)c2)c1	40	-7	24	2	-3	2	-83	-169	2.6	-1
47	Cc1cc(C)c(S(C)(=O)=O)c(Oc2ccccc2C)n1	-16	7	-7	-3	1	0	26	1	-0.1	6
48	CN(C)c1ccc(C(=O)OCc2ccccc2)cc1	39	29	42	0	3	4	-45	-74	-3.4	6
49	O=C(O)/C=C/C(=O)N1CCN(C(=O)/C=C/C(=O)O)CC1	20	12	-3	2	3	3	0	3	0.5	-2
50	CC(C)(C)C(=O)CN1CCN(C2c3ccccc3-c3ccccc32)CC1	1	18	1	-4	6	2	-19	-29	0.0	3
51	COc1cc(NC(=O)c2ccccc2F)ccc1NC(=O)c1ccccc1Cl	18	16	5	·	0	0	-31	-33	0.5	-2
52	Cc1cc(Cl)ccc1OCC(=O)Nn1c(C)ccc1C	24	28	-6	1	5	-1	-20	5	-0.1	1
53	Oc1ccccc1/C=N/NC1=NCCCCC1	-8	·	4	7	3	·	-91	-161	1.9	-4
54	C=CCn1c(-c2ccccc2)c[nH]c1=S	39	27	23	0	1	1	-19	-120	3.8	2

Part of the list above in a different format:
Every second line gives: HSF-1 act	AI-2 QS mod	HSF1 inh	GSK3 alpha inh	HSP90 inh	GSK3B inh	KLF5 inhibitor	aSyn 5UTR inh	HIF act	IEC-6 tox
4: COc1ccc(CN(CC(=O)NCc2ccco2)C(=O)CCC(=O)Nc2nccs2)cc1
  12	44	-5	1	1	-5	5	-9	-0.2	-6
2: Cc1ccc(CCNC(=O)CNC(=S)N(Cc2ccccc2)Cc2cccnc2)cc1
  3	38	8	-1	-1	-6	2	-8	-0.4	-2
